TPT1 inh: blocks Candida albicans tRNA 2'-phosphotransferase; inhibition, % at 5 µM; AID 1962; 300,000 tested, 0.81% active; recombinant caTPT1, FP RNA substrate dephosphorylation;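 active means inhibition above the mean of all tested compounds plus 3 SD, set per screening campaign, cut at about 24% in these data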;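 further: plate controls were DMSO alone for no effect and ferristatin control at 100 nM for full effect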
Efflux pump inh: blocks antifungal efflux pumps in multiplex yeast assay | S. cerevisiae Candida pump triplex, Nile Red efflux | inhibition, % at 10 µM | 330,000 tested, 0.44% active;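 active means plate passing quality check with inhibition over a set limit, or well fluorescence over plate mean plus 4 SD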;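 further: Nile Red retained in pooled yeast measured as flow cytometry median fluorescence; 0% = buffer negative control and 100% = Enniatin B positive control; higher means more Nile Red kept so more efflux inhibition; some compounds called inactive have numbers as strong as hits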
proCasp7 act: counter-screen for procaspase-3 activators: activators of human procaspase-7; recombinant procaspase-7, Ac-DEVD-pNA absorbance 405 nm; D23A/D198A/D206A triple mutant, cannot self-cleave; scale: DMSO 0, 5 µM enzyme 100; AID 463210; 330,000 tested, 0.093% active; activation, % at 8.5 µM;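 active means percent activation above the screen-wide mean plus 3 SD, cut at about 25% in these data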
Target sequence (P55210 whole entry D23A/D198A/D206A): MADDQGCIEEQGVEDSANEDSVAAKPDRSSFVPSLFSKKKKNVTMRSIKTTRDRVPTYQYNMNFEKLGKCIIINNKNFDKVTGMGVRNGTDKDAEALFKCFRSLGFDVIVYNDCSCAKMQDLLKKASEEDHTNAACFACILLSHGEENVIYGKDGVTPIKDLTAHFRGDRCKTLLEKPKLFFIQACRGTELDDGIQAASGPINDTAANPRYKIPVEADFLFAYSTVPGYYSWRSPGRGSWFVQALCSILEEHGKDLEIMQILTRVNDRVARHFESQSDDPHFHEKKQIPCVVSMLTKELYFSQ
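Replicates: singlicate. Assay system: Procaspase-7 triple mutant (PC-7 D3A). Signal: 405 nm absorbance of p-nitroaniline. Times: 1 h preincubation, 2 h reaction. Buffer or medium: Zinc-free HEPES pH 7.4 with 300 mM NaCl, 0.01% Triton X-100. Also added: DEVD-pNA substrate. Benchmarks: DMSO wells as 0%, DMSO with 5 µM added PC-7 as 100%.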
HCV core dimer: HCV core protein dimerization inhibition; 300,000 tested, 0.33% active; TR-FRET GST/Flag-core106 dimerization, 1536-well; AID 1899; inhibition, % at 5 µM;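 active means inhibition above the mean of all tested compounds plus 3 SD, set per screening campaign, cut at about 45% in these data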
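Material: GST/Flag-tagged HCV core106 proteins. Incubation: 4 h, 22.5 °C incubation. Read-out basis: inhibition (%) from 671 over 617 nm ratio. Measured by: TR-FRET, excitation 340 nm, emission 617 and 671 nm.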
PP5 primary: inhibitors of human protein phosphatase 5 (PP5) | 320,000 tested, 0.18% active | P53041 | inhibition, % at 6.7 µM | purified PP5c, OMFP substrate fluorescence | AID 1987;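 active means inhibition above the campaign's mean inhibition across all tested compounds plus 3 SD, cut at about 9.5% in these data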;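 further: 0% = DMSO only and 100% = 100 µM cantharidin control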
proCasp3 act: procaspase-3 (human) activation. AID 463141. recombinant procaspase-3 D3A, Ac-DEVD-pNA absorbance 405 nm. activation, % at 8.5 µM. 330,000 tested, 0.11% active;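 active means activation above the mean of all tested compounds plus 3 SD, cut at about 21% in these data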;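 further: 0% = DMSO alone and 100% = DMSO wells spiked with extra 5 µM PC-3 D3A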
Target sequence (P42574 whole entry D9A/D28A/D175A): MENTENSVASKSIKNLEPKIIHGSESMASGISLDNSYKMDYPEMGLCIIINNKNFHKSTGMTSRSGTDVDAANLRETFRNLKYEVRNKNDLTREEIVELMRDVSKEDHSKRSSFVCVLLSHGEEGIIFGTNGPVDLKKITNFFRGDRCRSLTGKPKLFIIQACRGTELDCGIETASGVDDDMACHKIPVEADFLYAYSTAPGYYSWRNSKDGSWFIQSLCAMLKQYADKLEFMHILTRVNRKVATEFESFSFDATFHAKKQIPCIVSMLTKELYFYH
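Assay system – Procaspase-3 D3A mutant, all three cleavage aspartates alanine · Controls – DMSO-only low control, 5 µM PC-3 D3A high control · Schedule – 1 h compound preincubation, 2 h substrate hydrolysis at 25 °C · Signal – 405 nm absorbance of p-nitroaniline, reads at 0 and 120 min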
Fh CTSL1 inh: counter-screen for PFM18AAP inhibitors: inhibitors of F. hepatica cathepsin L1. recombinant F. hepatica cathepsin L1, Z-Leu-Arg-MCA fluorescence. inhibition, % at 5.96 µM. 300,000 tested, 0.49% active;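 active means inhibition above the mean of all tested compounds plus 3 SD, set per screening campaign, cut at about 17% in these data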;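 further: 0% = plate median of test compound wells and 100% = 1 µM Z-Phe-Ala-diazomethylketone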
GASC-1 inh: blocks human GASC-1 demethylase activity; Q9H3R0; GST-JMJD2C(1-420) H3K9me3 demethylation, DELFIA europium; inhibition, % at 2.35 µM; 330,000 tested, 0.069% active;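 active means more than half of a compound's replicate wells show inhibition beyond 50%, single wells judged on their own value; inconclusive means some, but no more than half, of replicates pass 50% inhibition; inactive means no replicate passes 50% inhibition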;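 further: signal counts dimethyl H3K9 product captured on neutravidin plate; 0% = median of DMSO wells and 100% = 0.3 times that DMSO median; strong numbers were not always called active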
Target sequence (Q9H3R0 1-420 limits assumed): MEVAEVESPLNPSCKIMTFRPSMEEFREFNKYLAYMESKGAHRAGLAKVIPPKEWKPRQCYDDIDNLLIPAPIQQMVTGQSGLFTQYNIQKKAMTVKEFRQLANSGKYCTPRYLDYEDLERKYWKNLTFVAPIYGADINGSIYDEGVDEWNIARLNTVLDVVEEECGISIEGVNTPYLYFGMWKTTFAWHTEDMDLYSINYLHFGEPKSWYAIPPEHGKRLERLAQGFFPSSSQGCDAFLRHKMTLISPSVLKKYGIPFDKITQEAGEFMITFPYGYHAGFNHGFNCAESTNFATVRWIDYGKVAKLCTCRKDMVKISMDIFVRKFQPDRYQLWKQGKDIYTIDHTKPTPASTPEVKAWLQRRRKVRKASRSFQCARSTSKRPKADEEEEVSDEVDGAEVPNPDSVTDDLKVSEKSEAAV
PP1 counter: blocks human PP1-alpha phosphatase, a PP5 counter-screen | P62136 | purified PP1alpha, OMFP fluorescence | inhibition, % at 6.7 µM | 320,000 tested, 0.9% active | AID 2235;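 active means inhibition above the mean inhibition of all tested compounds plus 3 SD, computed separately for each screening campaign, cut at about 15% in these data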
Numbers without * were called inactive. Rows were taken by chance; overall some 2.9% were active at least once.

What do the screens show for `Cc1ccccc1NC(=O)CSc1nc2n(n1)CCCCC2`?
TPT1 inh: -3.5; Efflux pump inh: -2.9; proCasp7 act: 3.6; HCV core dimer: 6.6; PP5 primary: -1.2; proCasp3 act: 0.8; Fh CTSL1 inh: -2.5; GASC-1 inh: -0.1; PP1 counter: -1.8

How did CN(c1ccccc1)S(=O)(=O)c1cccc(NC(=O)CCNC(=O)c2ccc(Cl)cc2)c1 do in these assays?
Efflux pump inh: 0.1; proCasp7 act: 6.4; PP5 primary: -0.9; proCasp3 act: 5.6; GASC-1 inh: -7.3; PP1 counter: -0.8

What do the screens show for `CC(C)/C(=N\NC(=O)Nc1ccccc1)c1ccccc1`?
TPT1 inh: -4.1; Efflux pump inh: 0.0; proCasp7 act: 3.8; HCV core dimer: -1.4; PP5 primary: 1.1; proCasp3 act: 6.7; Fh CTSL1 inh: -1.7; GASC-1 inh: -6.0; PP1 counter: 1.1

How did O=C(COc1ccc(S(=O)(=O)NC2CCCCC2)cc1)Nc1ccc2c(c1)OCCO2 do in these assays?
TPT1 inh: -0.2; Efflux pump inh: 0.4; proCasp7 act: 6.2; HCV core dimer: -0.6; PP5 primary: 4.0; proCasp3 act: -0.5; Fh CTSL1 inh: 2.0; GASC-1 inh: -3.4; PP1 counter: -4.5

How did CCN1C(=O)[C@H]2[C@@H](c3ccc(-c4ccccc4)cc3)N[C@@](C)(C(=O)OC)[C@H]2C1=O do in these assays?
TPT1 inh: 1.5; Efflux pump inh: 0.1; proCasp7 act: 0.7; HCV core dimer: -2.1; PP5 primary: 0.7; proCasp3 act: 7.4; Fh CTSL1 inh: -0.6; GASC-1 inh: inconclusive; PP1 counter: 1.9

How did CCOc1ccc(NC(=O)CS(=O)(=O)c2cn(C)c3ccccc23)cc1 do in these assays?
TPT1 inh: 2.0; Efflux pump inh: 0.4; proCasp7 act: 1.9; HCV core dimer: -10.5; PP5 primary: 4.7; proCasp3 act: -6.1; Fh CTSL1 inh: -2.5; GASC-1 inh: -6.3; PP1 counter: -0.9

How did Cc1ccc(S(=O)(=O)NC2=NCN(CCN3CCOCC3)CN2)cc1 do in these assays?
TPT1 inh: -3.2; Efflux pump inh: -0.2; proCasp7 act: 1.5; HCV core dimer: -0.1; PP5 primary: -1.4; proCasp3 act: 0.8; Fh CTSL1 inh: 3.6; GASC-1 inh: 3.0; PP1 counter: -0.8

What do the screens show for `COc1cc(NC(=O)C2CC(c3ccccc3Cl)=NO2)cc(OC)c1OC` (stereo not given)?
TPT1 inh: -1.8; Efflux pump inh: -0.1; proCasp7 act: 2.2; HCV core dimer: -5.0; PP5 primary: 1.1; proCasp3 act: 4.2; Fh CTSL1 inh: 4.3; GASC-1 inh: 0.1; PP1 counter: -2.5

Results for C[C@H](CO)N1C[C@H](C)[C@@H](CN(C)S(=O)(=O)c2ccccc2)Oc2ccc(NS(=O)(=O)c3cn(C)cn3)cc2C1=O ?
Efflux pump inh: -0.1; proCasp7 act: 10.1; proCasp3 act: 0.4; GASC-1 inh: 16.5

Results for CN(C)C(CNC(=O)CCCc1c[nH]c2ccccc12)c1ccco1 (stereo not given) ?
TPT1 inh: 0.9; Efflux pump inh: 0.0; proCasp7 act: 6.4; HCV core dimer: -2.9; PP5 primary: 3.8; proCasp3 act: -0.8; Fh CTSL1 inh: -2.2; GASC-1 inh: 3.3; PP1 counter: 0.7

How did O=C(OCCOc1cccc(Cl)c1)c1ccc(F)c(S(=O)(=O)N2CCOCC2)c1 do in these assays?
Efflux pump inh: 0.0; proCasp7 act: -12.2; PP5 primary: 2.7; proCasp3 act: 10.2; GASC-1 inh: -4.8; PP1 counter: 2.6

Results for CSc1nsc(SCC(=O)Nc2ccc(C(=O)O)cc2)n1 ?
TPT1 inh: 0.6; Efflux pump inh: -0.2; proCasp7 act: 8.4; HCV core dimer: 5.8; PP5 primary: 0.4; proCasp3 act: 6.0; Fh CTSL1 inh: 0.0; GASC-1 inh: -14.3; PP1 counter: 1.7

Results for CC(=O)c1ccc(N2CCN(C(=O)c3c(-c4ccccc4Cl)noc3C)CC2)cc1 ?
TPT1 inh: -1.7; Efflux pump inh: -0.3; proCasp7 act: 6.4; HCV core dimer: 1.4; PP5 primary: 0.0; proCasp3 act: 5.8; Fh CTSL1 inh: -0.2; GASC-1 inh: -11.5; PP1 counter: -3.5

Results for COc1nc(Nc2nc3ccccc3c(=O)[nH]2)nc2ccc(C)cc12 ?
TPT1 inh: -2.5; Efflux pump inh: -0.1; proCasp7 act: -8.9; HCV core dimer: 12.6; PP5 primary: -0.2; proCasp3 act: -3.3; Fh CTSL1 inh: -0.5; GASC-1 inh: 20.1; PP1 counter: 6.3

What do the screens show for `COc1cc(Cl)nn(-c2ccccc2)c1=O`?
TPT1 inh: -1.9; Efflux pump inh: 0.0; proCasp7 act: -4.6; HCV core dimer: -1.5; PP5 primary: 2.9; proCasp3 act: -0.2; Fh CTSL1 inh: -6.5; GASC-1 inh: inactive; PP1 counter: -2.3

Results for Cc1cc(C)n2nc(C(=O)OCC(=O)N(CC(C)C)C3CCS(=O)(=O)C3)nc2n1 (stereo not given) ?
Efflux pump inh: 0.0; proCasp7 act: -4.9; proCasp3 act: -2.1; GASC-1 inh: 2.4

What do the screens show for `Clc1ccc(Nc2c3c(nc4ncnn24)CCC3)cc1`?
TPT1 inh: -0.5; Efflux pump inh: -0.2; proCasp7 act: -2.1; HCV core dimer: -4.2; PP5 primary: 1.6; proCasp3 act: 4.3; Fh CTSL1 inh: 3.0; GASC-1 inh: 14.0; PP1 counter: -3.0

How did Cc1cccc(OCc2n(CC(=O)OC3CC(C)CCC3C(C)C)c3ccccc3[n+]2C)c1 (stereo not given) do in these assays?
TPT1 inh: 0.8; Efflux pump inh: -0.1; proCasp7 act: 1.9; HCV core dimer: -5.3; PP5 primary: 2.3; proCasp3 act: 2.7; Fh CTSL1 inh: -3.0; GASC-1 inh: -15.9; PP1 counter: 14.6

How did CC(C)(C)c1ccc(C(=O)NCCCN2CCN(CCCNC(=O)c3ccc(C(C)(C)C)cc3)CC2)cc1 do in these assays?
TPT1 inh: -4.6; Efflux pump inh: 0.1; proCasp7 act: -10.3; HCV core dimer: -21.9; PP5 primary: 4.3; proCasp3 act: 1.2; Fh CTSL1 inh: 1.4; GASC-1 inh: -4.4; PP1 counter: -0.3

Results for Cc1ccc2nc(-c3ccccc3)cc(C(=O)N3CCc4ccccc4C3)c2c1 ?
TPT1 inh: 0.2; Efflux pump inh: 0.1; proCasp7 act: 0.5; HCV core dimer: 5.1; PP5 primary: 0.3; proCasp3 act: -5.4; Fh CTSL1 inh: 0.9; GASC-1 inh: 9.6; PP1 counter: 2.1

Results for O=C(Nc1ccccn1)c1ccc(Cl)c(S(=O)(=O)N2CCCC2)c1 ?
TPT1 inh: 2.3; Efflux pump inh: 0.0; proCasp7 act: 6.0; HCV core dimer: 0.5; PP5 primary: -2.8; proCasp3 act: 4.4; Fh CTSL1 inh: -3.8; GASC-1 inh: -4.1; PP1 counter: -2.2

What do the screens show for `Cc1occc1C(=O)NCCCCNC(=O)c1ccoc1C`?
TPT1 inh: -0.6; Efflux pump inh: -0.2; proCasp7 act: 8.2; HCV core dimer: -5.2; PP5 primary: 1.4; proCasp3 act: 1.9; Fh CTSL1 inh: 4.8; GASC-1 inh: 8.6; PP1 counter: -1.5

How did CCOc1ccc(OCCCC(=O)N(C)CC(=O)Nc2ccccc2Br)cc1 do in these assays?
Efflux pump inh: 0.6; proCasp7 act: 7.4; proCasp3 act: 4.8; GASC-1 inh: -6.1

Results for Cc1[nH]c2ccccc2c1/C=N/Nc1nncn1N ?
TPT1 inh: -1.4; Efflux pump inh: 0.0; proCasp7 act: -28.1; HCV core dimer: -6.9; PP5 primary: -0.2; proCasp3 act: -14.1; Fh CTSL1 inh: -1.2; GASC-1 inh: 5.0; PP1 counter: -7.7

What do the screens show for `COc1ccc(CNC(=O)CCCCCNC(=O)N2CCn3c2nc2ccccc23)cc1`?
TPT1 inh: -0.6; Efflux pump inh: -0.1; proCasp7 act: 1.2; HCV core dimer: 8.8; PP5 primary: 1.5; proCasp3 act: -1.1; Fh CTSL1 inh: 1.0; GASC-1 inh: 8.9; PP1 counter: 0.7

How did Cc1ccccc1Cc1c(C)nc2nc(SCC(=O)NCc3ccco3)nn2c1C do in these assays?
TPT1 inh: -4.5; Efflux pump inh: -0.1; proCasp7 act: -3.1; HCV core dimer: 8.8; PP5 primary: 0.1; proCasp3 act: 0.7; Fh CTSL1 inh: -1.7; GASC-1 inh: -6.6; PP1 counter: -1.4

How did CC1CN(C(=O)Cn2c(C(F)(F)F)nc3ccccc32)CC(C)O1 (stereo not given) do in these assays?
TPT1 inh: 2.4; Efflux pump inh: 0.1; proCasp7 act: 5.6; HCV core dimer: -1.0; PP5 primary: 1.5; proCasp3 act: 6.9; Fh CTSL1 inh: 7.2; GASC-1 inh: -0.9; PP1 counter: -3.7

How did COc1ccc(C2C(=O)N(C3CCCCC3)CC(=O)N2C2CCCC2)cc1 (stereo not given) do in these assays?
TPT1 inh: 0.9; Efflux pump inh: 0.2; proCasp7 act: 8.9; HCV core dimer: 0.5; PP5 primary: -0.1; proCasp3 act: 7.3; Fh CTSL1 inh: 2.7; GASC-1 inh: 1.0; PP1 counter: -2.3

What do the screens show for `CCCn1c(SCC(=O)NCCc2ccc(Cl)cc2Cl)n[nH]c1=O`?
TPT1 inh: 0.0; Efflux pump inh: 0.1; proCasp7 act: -7.8; HCV core dimer: 1.4; PP5 primary: -0.4; proCasp3 act: -4.1; Fh CTSL1 inh: 1.7; GASC-1 inh: -7.0; PP1 counter: -5.6

What do the screens show for `CC(=O)c1ccc(N2CCN(C(=O)CCS(=O)(=O)c3ccc(C)cc3)CC2)cc1`?
TPT1 inh: 4.2; Efflux pump inh: 0.1; proCasp7 act: -4.5; HCV core dimer: 5.7; PP5 primary: 0.7; proCasp3 act: 0.1; Fh CTSL1 inh: -13.8; GASC-1 inh: 7.6; PP1 counter: 0.3

How did O=C(COc1ccccc1)NC(NC(=S)Nc1ccccc1O)C(Cl)(Cl)Cl (stereo not given) do in these assays?
TPT1 inh: -1.0; Efflux pump inh: 0.0; proCasp7 act: -7.5; HCV core dimer: 8.2; PP5 primary: 3.4; proCasp3 act: -0.8; Fh CTSL1 inh: -1.4; GASC-1 inh: 14.7; PP1 counter: 5.2

Results for CC(CC(=O)Nc1nnc(C(C)(C)C)s1)c1ccccc1 (stereo not given) ?
TPT1 inh: -1.2; Efflux pump inh: -0.1; proCasp7 act: -18.5; HCV core dimer: 14.6; PP5 primary: 2.9; proCasp3 act: -8.6; Fh CTSL1 inh: 3.4; GASC-1 inh: -6.7; PP1 counter: 0.5

Results for O=C(C1CCCN(Cc2ccccc2Cl)C1)N1CCCCC1 (stereo not given) ?
TPT1 inh: -0.8; Efflux pump inh: -0.1; proCasp7 act: 7.4; HCV core dimer: 8.3; PP5 primary: -1.9; proCasp3 act: 8.8; Fh CTSL1 inh: -0.2; GASC-1 inh: -2.8; PP1 counter: 3.7
